Rad51 HR inh – blocks human Rad51 in homologous recombination | Q06609 | hRad51 DNA strand exchange, fluorescence dequenching | inhibition, % at 10 µM | hit rate 0.085% among 200,000;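 active means inhibition above 40% at the single screening dose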;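 further: 0% = DMSO control wells and 100% = blanks with heterologous ssDNA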
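material = hRad51 filaments on single-stranded DNA | reagent = Donor/quencher-labelled 47-bp dsDNA substrate | compound = 10 µM final, single point | schedule = strand-exchange reaction 15 min at room temperature | measured by = fluorescein emission 520 nm, excitation 485 nm | read-out basis = % inhibition versus plate control and blank means | benchmarks = plate controls and plate blanks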
Mdm2 ligase inh – inhibitors of human Mdm2 E3 ubiquitin ligase | signal enhancement, % at 5 µM | cell-based MDM2 ubiquitination luciferase reporter, 2 h; 0 = plate control, 100 = twice control, blank-subtracted | hit rate 0.11% among 210,000 | Q00987;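 active means signal enhancement of 30% or more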;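 further: luminescence tracks abundance of the self-degrading MDM2-luciferase fusion protein; higher signal means inhibition of MDM2 E3 ligase activity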
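test system = mammalian cells stably expressing self-ubiquitinating, self-degrading MDM2 E3–luciferase fusion | quantity = 2000 cells/well | incubation = cell settling 4 h, compound treatment 2 h, both 37 °C | signal = luminescence with SteadyLite reagent, 15 min at room temperature | evaluation = % enhancement relative to plate controls after blank subtraction | benchmarks = plate controls and plate blanks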
eIF4E 4G PPI – blocks eIF4E binding to eIF4G. P63073+Q04637. TR-FRET eIF4E-eIF4GI(517-606) binding, 2 h. inhibition, % at 21.7 µM. hit rate 0.37% among 220,000. AID 782;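 active means inhibition above about 30%, limit read from the data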;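 further: 0% = full FRET control wells and 100% = background wells lacking eIF4GI fragment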
Calpain2 inh – inhibitors of pig calpain II | hit rate 0.37% among 220,000 | purified calpain II, fluorogenic peptide substrate, 30 min | inhibition, % at 16 µM | AID 1236;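 active means inhibition above about 50%, limit read from the data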
EBV gp42 block – blocks Epstein-Barr virus glycoprotein 42 binding; Q1HVG2; Fluorescence polarization binding assay, mP read-out; inhibition, % (tested at 21.74 µM); hit rate 0.42% among 220,000; in the data active means inhibition above about 50%
Cl transport mod – KCC2 (human) Cl- transport modulation. B-score of Tl+ flux slope (higher = more flux/activation; lower = inhibition) at 10 µM. KCC2 cells, thallium flux FluoZin-2 fluorescence. Q9H2X9. hit rate 2.2% among 190,000;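 active means thallium flux slope and its plate-corrected score both differing from the plate sample mean at a set confidence after two filtering rounds, in either direction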;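 further: slope of fluorescence scaled to starting intensity during 10 to 20 s after thallium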
L929 necroptosis – L929 zVAD cell death inhibition. viability rescue, % at 10 µM. hit rate 0.38% among 220,000. L929 zVAD necroptosis rescue, ATP luminescence, 24 h; with zVAD 60 µM;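 active means activation, scaled between plate controls, above about 75%, limit read from the data; inactive means activation under that limit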;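 further: 0% = zVAD with DMSO and 100% = DMSO alone without zVAD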
TNF necrop inh – TNF-alpha cell death inhibition in Jurkat FADD-/- cells; Jurkat FADD-/- TNF necroptosis rescue, ATP luminescence, 24 h; 0 = TNF only, 100 = no-TNF cells; activation (protection from cell death), % at 10 µM; hit rate 0.068% among 220,000; AID 463075;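 active means activation, meaning protection from cell death, of at least 50% relative to plate controls; inactive means activation below 50%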;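 further: necroptosis triggered by 40 ng/mL TNF-alpha added together with compound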
PERK inh – inhibitors of human PERK kinase | CHO PERK-DD fusion, SEAP luminescence translation reporter | inhibition, % at 5.6 µM | hit rate 0.17% among 220,000 | AID 1416;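 active means inhibition above the mean inhibition of all tested compounds plus 3 SD, set separately per screening campaign, cut at about 2.9% in these data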;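 further: PERK kinase domain activated by AP20187 dimerizer at 100 nM; 0% = DMSO with dimerizer and 100% = rapamycin at 8.4 µM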
Active calls of the source: *; i = inactive; · = not tested or not shown; [ ] = another dose, or the depositor's remark.

SMILES,L929 necroptosis,EBV gp42 block,Calpain2 inh,PERK inh,eIF4E 4G PPI,TNF necrop inh,Rad51 HR inh,Cl transport mod,Mdm2 ligase inh
COCCn1cnnc1SCC(=O)Nc1cc(OC)c([N+](=O)[O-])cc1C,1.4,-1,-7,0.3,-3,1.1,1,0.14,-2
COc1cc2c(cc1OC)C(C(=O)N1CCN(c3ccccc3)CC1)C(c1cccs1)N(C)C2=O (centres undefined),0.9,-23,-34,-1.9,0[fluorescence artefact?],-2.4,1,-0.7,-10
Cc1nc(C(=O)NNC(=O)Nc2ccccc2)cs1,0.4,-21,-2,0.4,-5,2.7,11,0.013,-2
Cc1csc(NC(=O)c2cc3c(s2)CCCC3)n1,0.8,3,18,0.2,-1,-2.4,0,-0.2,-21
Cn1nc(-c2ccc(C(=O)N3CCN(c4ccccc4)CC3)cc2)c2ccccc2c1=O,0.5,·,·,-0.9,·,-0.1,·,-0.55,·
N#CCSc1nc2c(c(=O)n1Cc1ccco1)C1(CCCC1)Cc1ccccc1-2,-0.4,·,·,0.0,·,2.0,-1,·,·
CC(N=c1ccccn1C(=O)Nc1cccc(C(F)(F)F)c1)c1ccco1 (centres undefined),-0.9,-3,25,-0.4,10,0.6,·,-0.46,-20
CCOc1cc(NC(=O)c2ccccn2)c(OCC)cc1NC(=O)c1ccc(OC)cc1,44,-9,-154,-0.1,-2,0.1,0,-0.15,0
CCCCCCNC(=O)CCNC(=O)c1cc(OC)c(OC)c(OC)c1,-0.1,-14,-13,-0.1,-4,0.7,0,-0.47,-2
CCCCNC(=O)CSc1nc2cc3c(cc2c(=O)n1Cc1ccco1)OCO3,-1.4,-12,31,-0.4,0,0.8,-3,-0.0055,-8
CC1(C(=O)NC2CCCC2)CCC(=O)N1CCC1=CCCCC1 (centres undefined),0.6,2,0,-0.3,-7,1.1,·,0.56,1
CCCOc1cccc(-c2cc(C(=O)NN)c3ccccc3n2)c1,-0.1,-8,21,-0.1,2,0.8,20,22*,-20
Fc1cccc(F)c1/C=N/N1CCOCC1,-0.2,-8,10,0.1,2,-0.4,23,-0.3,-7
COc1cc(NC(=O)c2ccc(Br)o2)c(C(=O)O)cc1OC,0.0,-3,-7,0.7,-2,-2.0,2,·,-2
CCn1cc(/C=C(/C#N)S(=O)(=O)c2ccccc2)cn1,-0.6,-16,29,-0.4,2,-0.3,-8,1.1,1
O=C(CS(=O)(=O)c1cn(Cc2cccc(F)c2)c2ccccc12)N1CCOCC1,0.3,-10,-12,-0.6,-4,0.1,1,·,-10
CSC1=NCCN1C(=O)c1cccs1,1.3,-3,-6,-0.2,2,1.4,0,-0.42,-13
C=CCNC(=O)COc1ccc(Br)cc1Cl,0.9,0,22,1.1,0,-1.8,-2,·,-16
Cc1nc([N+](=O)[O-])cn1CC(O)c1ccccc1 (centres undefined),-0.1,-11,2,2.4,-7,1.2,2,0.43,1
O=C1C(Br)=Cc2cccc3cccc1c23,1.4,116*,-17,0.4,-8,-3.8,·,-0.52,·

Compound profiles, as listed above.
`CCCOc1cccc(-c2cc(C(=O)NN)c3ccccc3n2)c1` is entered as L929 necroptosis: -0.1; EBV gp42 block: -8; Calpain2 inh: 21; PERK inh: -0.1; eIF4E 4G PPI: 2; TNF necrop inh: 0.8; Rad51 HR inh: 20; Cl transport mod: 22*; Mdm2 ligase inh: -20
`COCCn1cnnc1SCC(=O)Nc1cc(OC)c([N+](=O)[O-])cc1C` is entered as L929 necroptosis: 1.4; EBV gp42 block: -1; Calpain2 inh: -7; PERK inh: 0.3; eIF4E 4G PPI: -3; TNF necrop inh: 1.1; Rad51 HR inh: 1; Cl transport mod: 0.14; Mdm2 ligase inh: -2

EBV gp42 block, what is marked active above
SMILES | EBV gp42 block | Calpain2 inh | PERK inh | eIF4E 4G PPI | Rad51 HR inh | Cl transport mod | Mdm2 ligase inh
O=C1C(Br)=Cc2cccc3cccc1c23 | 116* | -17 | 0.4 | -8 | · | -0.52 | ·

The list goes on:
SMILES,L929 necroptosis,EBV gp42 block,Calpain2 inh,PERK inh,eIF4E 4G PPI,TNF necrop inh,Rad51 HR inh,Cl transport mod,Mdm2 ligase inh
CNC(=S)N1CCN(c2ccccc2OC)CC1,-0.1,-7,5,0.3,-1,-3.3,3,0.21,-6
OC(CN1C2=NCCCN2c2ccccc21)c1ccc2c(c1)OCO2 (centres undefined),-0.4,-22,-12,-0.7,-4[fluorescence artefact?],0.4,7,0.033,-1
COc1cc(OC)cc(C(=O)N[C@H](C(=O)OCC(=O)NC(=O)c2cccn2C)C(C)C)c1,2.6,-1,-23,1.7,3,0.3,-11,-0.29,-4
COCc1nc2sc(C)c(C)c2c(=O)[nH]1,0.0,6,-4,0.3,2,-0.4,0,-0.024,2
C=CCn1c(SCC(=O)Nc2ccc(C(=O)O)cc2)nnc1-c1cccnc1,0.6,-8,-22,1.8,-7,3.4,5,-0.78,·
O=C(CCCc1nc(-c2ccc(Cl)cc2)no1)N1CCOCC1,0.0,-15,12,0.5,-4,-2.2,-3,-0.0029,-18
CC1(C)CN(c2ccccc2)N(C(=O)c2ccc(C#N)cc2)C1=O,-0.5,-22,2,-0.2,1,-6.5,·,·,-12
O=[N+]([O-])c1ccc(C2=NN(CCO)C(=Nc3ccc(OC(F)(F)F)cc3)SC2)cc1,0.4,-3,-10,1.5,-1,1.2,·,0.27,-7
O=C1CCC(=O)N1CCc1c[nH]c2ccccc12,0.1,-18,-22,0.9,1,9.3,6,2.5,-23
O=C(CN(C(=O)CCC(=O)Nc1nccs1)c1ccccc1F)NCC1CCCO1 (centres undefined),-0.1,-13,0,0.1,-4[fluorescence artefact?],0.2,-2,·,-9
CC12CCC(C(=O)Nc3cccc(NC(=O)C45CCC(C)(C(=O)O4)C5(C)C)n3)(OC1=O)C2(C)C,-0.1,-13,-4,-0.9,1,-2.0,-6,0.6,-20
O=c1c(C=NCc2cccnc2)c(C(F)(F)F)[nH]n1-c1nc2ccccc2s1,-0.6,5,26,0.0,-1,-4.8,·,-2.9,-50
O=C(O)c1cnc(N2CCOCC2)nc1,-0.5,-8,15,0.7,-3,0.5,1,0.26,-8
S=C(NC1CC1)N1CCN(c2ccc(Cl)cc2)CC1,0.0,1,33,0.8,-1,-0.1,·,-0.046,-11
COCCNC(=S)N=Nc1c(O)[nH]c2ccc([N+](=O)[O-])cc12,1.8,2,14,-1.1,-5,0.4,19,1.3,-3
CCOC(=O)c1nc2nc(-c3cccs3)cc(C(F)(F)F)n2n1,-0.2,-4,i,0.9,9[fluorescence artefact?],0.6,4,0.99,0
CC(=O)OCc1nc2ccccc2s1,0.1,-9,-20,-0.3,11,-0.5,-5,-0.62,-15
COc1ccc(-c2nn(-c3ccccc3)cc2C(=O)Nc2nccs2)cc1,0.4,-19,-39,-2.5,8,-3.5,-1,0.23,-26
CC(C)(C)C(=O)OCCNc1nc(-c2ccccc2)nc2ccccc12,15,24,13,-0.3,5[fluorescence artefact?],6.0,8,-0.68,-9
CNC(=S)N/N=C(\C)c1ccc(N2CCOCC2)cc1,1.3,-1,-4,0.7,-5[fluorescence artefact?],-0.6,2,0.034,-17
COc1ccc(C2CC(c3ccc4ccccc4c3)=NN2C(=O)CSc2ncccn2)cc1 (centres undefined),0.7,-44,-36,0.1,7[fluorescence artefact?],3.4,-2,-0.097,-6
CCN(CC)CCNC(=O)c1ccccn1,1.4,-16,-7,0.7,5[fluorescence artefact?],0.4,9,·,-4
CCc1ccc(NC(=O)Cn2c(=O)n(CCCC(=O)NCc3ccco3)c(=O)c3ccccc32)cc1,0.1,-19,40,1.3,-23,-1.0,·,-0.3,-1
COc1ccc(NC(=O)CSc2ncc(-c3ccc(F)cc3)n2Cc2ccco2)cc1,1.3,-14,-8,-0.9,-1[fluorescence artefact?],0.4,-3,-0.5,·
CCN(CC)C(=O)N1c2ccccc2CC(N(CC)CC)c2ccccc21 (centres undefined),-0.3,-1,-11,-0.6,-6,0.4,-1,0.029,6
O=C(NCc1ccco1)c1cccc(NC(=O)c2ccccc2)c1,0.0,-12,-3,-0.2,2,-0.7,-4,·,-6
COCC(=O)Nc1nnc(Cc2ccc(OC)cc2)s1,-1.1,-2,1,0.1,-2,-0.7,-5,0,-3
Cc1cc(/C=N/n2cnnc2)c(O)c([N+](=O)[O-])c1,1.4,-11,1,0.3,3,0.8,4,-0.5,3
CC(=O)N(CCCN(C)C)Cc1ccccn1,-0.8,2,15,0.2,-1,-0.5,-7,1.5,-5
NC(=O)N/N=C/CCc1ccccc1,0.9,-8,-13,2.2,2,0.0,1,-0.00059,-12
COc1ccc(-n2nnnc2-c2cnc(N3CCCC3)nc2C(F)(F)F)cc1,0.2,-24,23,-1.7,-2,-7.9,5,-1.8,-42
COC(C(=O)Nc1ccc(C(N)=O)cc1)c1ccccc1 (centres undefined),12,-8,-12,0.9,-2,3.5,3,-0.25,10
N#Cc1ccc2c(c1)nc1ccccn12,2.4,-4,i,0.9,0,-0.2,-8,0.82,-7
CC(NC(=O)NC1CCCCC1)C(c1cccs1)N1CCOCC1 (centres undefined),2.1,-2,-17,0.9,-5,1.4,-15,1.4,0
CNC(=S)Nc1ccc(Cc2ccncc2)cc1,1.4,-6,-9,2.0,-1,1.0,5,0.16,-3
O=C(Cn1nnc(-c2cccs2)n1)NCc1cccs1,-0.2,-6,19,0.6,-1,-0.1,4,-0.99,-8
N#Cc1cc2c(nc1SCC(O)CS(=O)(=O)Cc1ccccc1)CCCC2 (centres undefined),·,2,-6,-1.0,-2,-0.2,-7,-2.9*,6
CCOC(=O)C1(CCc2ccccc2)CCN(C(=O)c2cnc(C)cn2)CC1,-1.2,-14,-29,-0.5,-3,0.0,-3,-1.5,-9
COC(=O)c1c(O)cc(C(C)(C)C)n(-c2ccccc2)c1=O,-0.5,1,21,0.0,-11,0.1,24,-1.3,-2
O=C(NC1CCCCC1)C(=S)NCc1ccccc1,2.7,-13,16,1.5,2,3.4,4,0.55,-15
